DAX1 inh-1 – NR0B1 (DAX1) inhibition. AID 504766. HEK293 Gal4-DAX1 luciferase reporter, luminescence. P51843. actives 0.99% (n = 340,000). inhibition, % at 6.75 µM;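 active means inhibition above the mean over all tested compounds plus 3 SD, cut at about 4.2% in these data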;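 further: 0% = DAX1-transfected cells with DMSO and 100% = empty-vector control cells with DMSO; inhibition shows as a rise in luminescence from relieved DAX1 repression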
Target sequence (P51843 207-470 limits assumed): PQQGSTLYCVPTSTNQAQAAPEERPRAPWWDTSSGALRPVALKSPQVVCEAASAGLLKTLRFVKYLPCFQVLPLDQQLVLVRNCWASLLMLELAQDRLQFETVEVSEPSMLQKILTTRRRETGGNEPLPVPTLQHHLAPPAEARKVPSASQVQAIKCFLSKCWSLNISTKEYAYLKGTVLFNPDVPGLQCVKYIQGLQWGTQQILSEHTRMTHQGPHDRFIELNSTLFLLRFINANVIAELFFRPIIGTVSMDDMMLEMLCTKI
DAX1 inh-2 – DAX1 (NR0B1) inhibition, primary screen; inhibition, % at 6.8 µM; AID 652010; actives 1.1% (n = 370,000); HEK293T StAR-luciferase reporter, SF-1/DAX-1 repression relief;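 active means inhibition above the mean over all tested compounds plus 3 SD, cut at about 3.6% in these data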;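 further: 0% = DAX-1 cells with DMSO and 100% = cells lacking DAX-1 with DMSO; higher inhibition means more luminescence from relief of DAX-1 repression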
hgDAF12 agonist – agonists of H. glycines DAF-12 nuclear receptor; activation, % at 6.8 µM; actives 1.8% (n = 370,000); HEK293 GAL4-hgDAF12 UAS-luciferase reporter, agonist luminescence; normalized to butyrate control;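 active means activation above a cutoff set at the mean of all screened compounds plus 3 SD, cut at about 10% in these data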;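 further: 0% = DMSO wells and 100% = sodium butyrate wells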
GC-B act – GC-B (human) receptor activation; P20594; HEK293-GC-B cells, CNP EC30, cGMP TR-FRET; 0% at EC30 CNP, 100% saturating CNP; activation, % at 10 µM; actives 0.11% (n = 370,000); AID 1920062;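 active means activation at 10 µM reaching about 35% in either raw or pattern-adjusted values, limit read from the data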
SMARCA2 activ – increases SMARCA2 function in MMTV reporter cells; MG213 cells, MMTV-luciferase reporter, dexamethasone, overnight; activation, % at 9.1 µM; actives 1% (n = 370,000); AID 652017; in the data active means activation above about 7.8%;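 further: 0% = vehicle wells and 100% = reference activator wells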
ADAM10 inh – ADAM10 inhibition, QFRET primary screen; recombinant ADAM10, EDANS/DABCYL FRET peptide cleavage, 3 h; inhibition, % at 7 µM; actives 0.62% (n = 370,000);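 active means inhibition above a per-campaign cutoff equal to the mean of compounds falling between control-based bounds plus 3 SD, cut at about 20% in these data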;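 further: 0% = DMSO wells while the 100% control is not disclosed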
FXN GAA850 act – activators of GAA850 frataxin (FXN) promoter. HEK293 lucGAA850 FXN promoter luciferase reporter, 24 h; percent of 10 µM SAHA response. activation, % at 6 µM. actives 0.56% (n = 360,000). AID 540364;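 active means activation above the average of all compounds screened plus 3 SD, cutoff fixed separately per campaign, cut at about 7.5% in these data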;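 further: 0% = DMSO wells and 100% = 10 µM SAHA wells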
NPR1 activator – GC-A (human) enzyme activation; actives 0.14% (n = 370,000); activation, % at 10 µM; HEK293 GC-A cells, cGMP TR-FRET, EC30 ANP; 0% at EC30 ANP, 100% saturating ANP; P16066; in the data active means activation above about 40%
sPLA2-III inh – Inhibits HGIII-sPLA2 liposome hydrolysis, primary screen; inhibition, % at 12.2 µM; QFRET BODIPY PC-A2 liposome hydrolysis, fluorescence; AID 743126; actives 0.56% (n = 370,000); Q9NZ20;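 active means inhibition above mean plus 3 SD of compounds lying within the high and low control bounds, cut at about 19% in these data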;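 further: 0% = median of test compound wells and 100% = no enzyme DMSO wells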
Target sequence (Q9NZ20 whole entry, looked up): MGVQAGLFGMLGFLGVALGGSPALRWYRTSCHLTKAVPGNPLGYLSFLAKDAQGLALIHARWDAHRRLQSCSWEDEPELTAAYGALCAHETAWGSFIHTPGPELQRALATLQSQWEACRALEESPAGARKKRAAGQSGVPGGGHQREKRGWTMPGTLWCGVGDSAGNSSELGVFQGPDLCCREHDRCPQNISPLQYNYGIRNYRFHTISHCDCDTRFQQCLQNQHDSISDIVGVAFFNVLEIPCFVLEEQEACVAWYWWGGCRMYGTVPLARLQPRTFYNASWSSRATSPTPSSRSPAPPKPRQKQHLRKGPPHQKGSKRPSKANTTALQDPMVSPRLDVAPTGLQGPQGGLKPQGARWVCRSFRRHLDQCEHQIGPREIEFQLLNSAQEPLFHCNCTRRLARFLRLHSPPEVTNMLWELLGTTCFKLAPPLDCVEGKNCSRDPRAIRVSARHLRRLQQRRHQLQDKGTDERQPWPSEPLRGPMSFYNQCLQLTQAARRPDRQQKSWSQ
ssDAF12 agonist – S. stercoralis DAF-12 activation, primary screen. activation, % at 6.8 µM. actives 1% (n = 370,000). HEK293 ssDAF-12/GRIP1 lit1-tk-luc reporter, luminescence; % of 3 µM dafachronic acid response;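 active means activation above the mean over all tested compounds plus 3 SD, cut at about 0.9% in these data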;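 further: 0% = DMSO-only wells and 100% = 3 µM delta7-dafachronic acid wells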
hcDAF12 agonist – activators of H. contortus DAF-12 nuclear receptor | AID 652067 | HEK293 hcDAF-12 lit1-tk-luc reporter, luminescence; 0% DMSO, 100% Δ7-dafachronic acid | activation, % at 6.8 µM | actives 1.4% (n = 370,000);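 active means activation above the mean of all tested compounds plus 3 SD, cut at about 5.5% in these data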;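 further: 100% = response to 3 µM Δ7-dafachronic acid high control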
* hit, by the source's call; i = inactive; / = no result given. No enrichment for hits; 6.6% or so of the library scored in one or more.

SMILES	DAX1 inh-1	DAX1 inh-2	hgDAF12 agonist	GC-B act	SMARCA2 activ	ADAM10 inh	FXN GAA850 act	NPR1 activator	sPLA2-III inh	ssDAF12 agonist	hcDAF12 agonist
COC(=O)NC(NC(=S)Nc1cccc(C)c1)C(Cl)(Cl)Cl (configuration not stated)	-0.4	-1.2	0.0	10	-3	2	0.1	-1	-10	-1.6	-2.3
CCCNCC1C(Oc2ccc(Cl)cc2Cl)C(=O)N1c1cccc(C)c1C (configuration not stated)	-1.5	0.3	0.6	6	-1	13	-2.2	-2	-8	-1.6	-1.6
CC(=O)c1ccc(N2CCN(S(=O)(=O)c3cc(-c4cc(C)no4)ccc3C(C)C)CC2)cc1	-2.1	-5.3	-2.6	-2	-2	3	-1.1	-4	0	-1.6	-3.8
Cc1ccc(S(=O)(=O)Nc2cccc(-c3cn4ccsc4n3)c2)cc1	-1.3	-0.8	-0.4	-13	1	-3	1.4	-7	-29	-2.0	-1.8
CCC(C)NC(=O)CC(c1ccccc1)c1cc(C)ccc1O (configuration not stated)	1.0	-0.1	0.5	-4	-1	-14	-0.2	-3	3	-0.5	-1.4
CCOc1ccc(S(=O)(=O)N(C)C2CCCCC2)cc1	3.5	0.3	-0.4	6	-2	-3	1.4	4	-3	-0.8	-0.8
CCOC(=O)C1CCN(C(=O)CSCCSCC(=O)N2CCC(C(=O)OCC)CC2)CC1	-1.1	-0.3	1.1	5	0	-9	-1.1	-1	-4	-1.3	-0.1
CCc1ccc(N2CC(C(=O)Nc3ccc(C)c(S(=O)(=O)N4CCOCC4)c3)CC2=O)cc1 (configuration not stated)	-0.3	-1.4	-4.7	-6	-4	7	-2.8	-3	-40	-2.0	-2.5
Cc1cc(OCCN2CCCC2)ccc1C(C)C	0.0	0.6	2.3	0	1	-3	2.5	-2	6	-1.1	-2.2
Nc1nonc1C(=O)NCCNS(=O)(=O)c1ccc(Br)cc1	1.6	0.0	-0.6	-6	-3	6	0.7	-2	-4	-0.7	0.2
CC(=O)Nc1ccc(NC(=O)CSc2nnc(-c3ccc4c(c3)OCO4)o2)cc1	-0.2	-0.7	2.1	-2	1	-4	1.4	-2	1	-0.8	1.1
Cc1cc(NC(=O)c2ccccc2)n(-c2nc3ccccc3[nH]2)n1	0.9	0.0	1.5	0	-1	6	1.7	14	7	-1.5	1.8
CC(C)CCOCC(O)CCC(=O)NNC(=S)Nc1ccccc1 (configuration not stated)	-0.2	0.1	2.3	2	1	5	3.2	0	13	-0.7	0.4
Cc1c2c(nc3c(C(=O)NC4CC4)cnn13)CCCC2	0.5	0.6	4.8	-1	5	1	4.3	6	2	-0.6	-0.2
Cc1nc(-c2ccc(S(=O)(=O)Nc3cccc(Cl)c3)cc2)co1	0.1	0.1	1.0	5	-2	-3	-0.9	0	-22	-0.3	-0.7
CCOC(=O)c1cc2c(=O)n3ccccc3nc2n(Cc2ccco2)c1=NC(=O)c1cccc(OC)c1	0.1	-0.8	-2.1	-5	0	i	-0.3	-7	-1	-1.3	1.1
CCOc1ccc(N(Cc2ccc(C(=O)O)cc2)S(=O)(=O)c2ccc(C)cc2)cc1	0.8	-0.8	1.7	-1	-2	5	0.5	-3	-10	1.5*	1.6
Cc1ccccc1NC(=O)Cn1c(=O)n(C)c2ccccc21	-0.4	-0.2	-0.5	4	-2	0	1.2	3	-7	-1.2	1.8
O=C(CSc1ccc([N+](=O)[O-])cc1)Nc1cccc(S(=O)(=O)Nc2ccccc2F)c1	-2.0	-0.4	-0.3	-2	-2	7	1.4	0	-50	-1.3	-1.5
COc1cccc(CN(C)C(=O)C23CC4CC(CC(C4)C2)C3)c1	0.9	0.0	-0.7	3	-4	3	2.3	0	1	-0.7	-2.1
CCc1nc2ccc(C(=O)NC3CCN(Cc4ccccc4)CC3)cn2c1N(C)Cc1cc2ccccc2s1	/	-1.7	-0.8	-2	-1	6	-1.7	-7	-16	-1.5	-2.3
O=C(Nc1ccc([N+](=O)[O-])cc1)Nc1ccon1	0.9	-0.2	-5.3	-6	-3	1	-0.6	0	5	-0.2	-0.1
NNC(=O)CNc1cccc(Br)c1	0.7	-0.2	0.4	-2	-2	-4	2.7	3	8	-0.1	2.0
CCN(c1ccccc1)S(=O)(=O)c1cc2c3c(c1)C(C)C(=O)N3CCC2 (configuration not stated)	0.3	-0.4	-1.3	-1	-1	-6	0.9	5	-20	-1.1	-1.9
CC(C)CCNC(=O)CN(Cc1ccc2c(c1)OCO2)C(=O)CCC(=O)Nc1ccccn1	0.1	-0.2	0.5	-1	-1	-2	-2.3	-4	4	-0.9	-1.1
COc1ccc(Cc2c(O)nc(SCC(=O)c3ccc(OC)cc3)[nH]c2=O)cc1	0.0	0.5	4.0	-4	-1	-4	0.9	-2	-1	-0.7	0.1
Cc1cccc(Cc2nnc(CCC(=O)N(C)C3CCOC3)o2)c1 (configuration not stated)	-0.1	0.1	1.2	-1	5	3	2.4	-3	0	-1.2	1.2
O=C(Nc1ccccc1C(=O)O)c1cccc(NC(=O)c2ccco2)c1	1.3	0.2	-0.8	1	-2	7	1.4	-1	-5	-0.9	-0.5
Cc1ccc(-c2csc(N)n2)cc1	2.1	2.1	8.8	3	4	-3	5.1	7	0	-0.8	4.7
COc1ccc(C2=NN(CCC(=O)NCc3ccc4c(c3)OCO4)C(=O)CC2)cc1	-1.2	-0.9	-3.8	-4	-2	-9	0.2	-2	-2	-0.7	3.1
COc1ccccc1NC(=S)N1CCN(C(=O)C2CCCO2)CC1 (configuration not stated)	-1.2	0.1	-1.8	1	5	1	-0.4	2	3	-0.6	-1.0
Fc1cccc(C2CC(c3cccc(Br)c3)Nc3nnnn32)c1 (configuration not stated)	-0.2	0.1	-1.3	-2	-4	8	-2.8	-13	-18	-1.6	-1.3
O=C(C1=C(O)C(=O)N(CCN2CCOCC2)C1c1ccccc1)c1cccs1 (configuration not stated)	0.4	0.2	-0.1	-1	-1	-3	-0.4	1	4	-1.1	0.3
CCOC(=O)c1ccc(NC(=O)CNC(=O)c2ccccc2)cc1	1.4	-0.2	-0.8	3	-2	-1	-1.5	0	-8	-1.1	-1.9
CCOC(=O)NC1(C(F)(F)F)N=C(c2ccccc2)NC1=O (configuration not stated)	1.6	-0.3	-0.3	7	0	-4	-2.3	1	2	-1.4	-1.9
Cc1ccc(NC(=O)Cn2c(CCC(=O)O)ccc2-c2cccs2)cc1	0.7	0.1	0.7	-1	-2	-62	2.7	2	-15	-0.7	0.5
Cc1ccc(-c2nc(=S)c3c(n2CCN2CCOCC2)CC(C)(C)OC3)cc1	-1.3	-0.8	3.4	5	1	4	-1.7	-2	4	-0.4	-0.9
C=CCNC(=S)Nc1ccccc1-c1nnc2n1CCCCC2	0.2	0.3	-1.2	-2	-1	-26	-0.3	0	0	-1.0	-0.8
Cc1ccc(C(O)C(=O)c2ccco2)cc1 (configuration not stated)	0.6	-0.5	2.2	-6	-1	-3	0.4	0	6	-0.9	-0.2
Cc1ccc(N2CCN(/N=C/c3c(C)nn(-c4ccccc4)c3Cl)CC2)cc1	2.4	-0.1	-2.5	0	-5	-7	1.7	3	5	-1.7	-0.9
Cc1cc(C)n(C(C)CNS(=O)(=O)c2ccc(Cl)cc2)n1 (configuration not stated)	0.6	-0.3	-0.9	-2	-3	-6	1.5	-3	9	-1.1	0.2
Cc1[nH]nc2oc(=O)c(CCO)c(C)c12	0.4	-0.1	0.5	-3	-5	-23	1.3	-2	7	-2.1	-0.2
COc1ccc(NCc2nnc(SCC(=O)Nc3cccc(C)c3)o2)cc1	0.8	-0.4	2.2	-3	-2	2	0.2	-5	0	-1.1	-0.5
O=C(Cc1ccc2c(c1)OCCO2)Nc1cc(C(F)(F)F)ccc1N1CCOCC1	0.6	-0.5	-4.8	-2	-2	-5	2.7	0	9	-1.4	-3.0
CN1CCN(C(=O)/C=C/c2ccccc2)CC1	0.1	0.1	3.7	-1	-1	10	0.7	4	3	-0.4	-1.7
CCCN(CCC)C(=O)c1ccc2c(c1)N(CC)C(=O)c1ccccc1S2(=O)=O	-0.6	0.0	-1.6	-1	-1	-5	0.9	2	-4	-1.1	-0.2
CC(=O)N[C@H]1[C@H]([C@H](O)[C@H](O)CO)OC(C(=O)O)=C[C@@H]1O	0.3	-0.1	-1.5	3	-3	0	1.2	4	-3	-0.7	-0.6
O=C(Nc1ncc(S(=O)(=O)c2ccc([N+](=O)[O-])cc2)s1)c1ccccc1F	4.1	-0.5	1.0	-2	-3	1	-0.4	3	-1	0.1	-0.6
CCCOC(=O)Nc1nc(-c2ccc(C)cc2)c(C)s1	-0.3	-0.8	-2.8	7	0	1	2.8	2	6	-1.8	-0.8
COc1ccc(NC(=O)c2ccc(Cn3cc(Cl)cn3)cc2)cc1	0.2	0.2	1.6	0	5	2	1.1	-1	3	-1.3	0.1
Cc1ccc(S(=O)(=O)N2CCC(c3nnc(SCCN4CCCC4)n3C)CC2)cc1	0.6	0.0	0.4	-10	-1	5	2.9	6	1	-0.2	-1.5
Cc1ccc(C(=O)Nc2ccc(C(=O)N3CCCCC3C)cc2)cc1 (configuration not stated)	-0.7	-0.1	1.8	-1	-1	3	2.2	0	-3	-1.5	-2.6
CCn1c(Cc2ccc(OC)cc2)nnc1SCC(=O)Nc1nc2ccccc2s1	1.0	0.1	1.0	-8	0	7	-0.8	-4	-14	-1.2	-1.8

High-throughput results deposited in PubChem BioAssay by several laboratories.
